Screening data: PubChem BioAssay, Broad Institute
PvdQ inh – P. aeruginosa PvdQ acylase inhibitors, primary screen, biochemical, fluorescence, plate reader and imaging, single point; PvdQ acylase [Pseudomonas aeruginosa LESB58]; purified PvdQ acylase; inhibition, % at 10 µM; hit rate 0.063% among 340,000; AID 488965, 2010; in the data active = inhibition above about 30%, passing the limit was not always enough;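 note: 0% = vehicle neutral wells and 100% = reference inhibitor wells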
dFosB act – activators of delta FosB homodimer, primary screen, biochemical, fluorescence polarization, TAMRA-CDK5 oligo, single point | hit rate 0.99% among 340,000 | activation, % at 25 µM | purified delta FosB; percent of positive-control signal above neutral wells | Protein FosB (Mus musculus), P13346;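 active = mean activation above about 17%, with every replicate also reaching it, limit read from the data, passing the limit was not always enough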;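 note: fluorescence polarization rise as delta FosB binds a TAMRA Cdk5 AP-1 oligo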
Target sequence (P13346 whole entry, looked up): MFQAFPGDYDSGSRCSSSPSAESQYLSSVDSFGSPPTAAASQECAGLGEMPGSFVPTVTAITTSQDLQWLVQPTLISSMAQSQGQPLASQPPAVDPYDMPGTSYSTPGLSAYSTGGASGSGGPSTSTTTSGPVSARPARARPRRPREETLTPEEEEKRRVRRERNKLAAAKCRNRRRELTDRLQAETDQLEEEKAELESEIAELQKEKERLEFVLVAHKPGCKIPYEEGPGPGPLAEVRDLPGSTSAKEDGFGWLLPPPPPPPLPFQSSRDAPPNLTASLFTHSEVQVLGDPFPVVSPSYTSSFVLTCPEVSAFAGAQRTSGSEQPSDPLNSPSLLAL
MITF act – activators of MITF-driven TRPM1 promoter reporter, primary screen, cell-based, SK-MEL-5, luciferase, single point; AID 588334, 2011; SK-MEL-5 TRPM1-promoter luciferase, 24 h; % of positive control, neutral wells = 0; hit rate 0.75% among 300,000; activation, % at 12.5 µM;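 active = mean activation of at least 80% with every replicate also reaching 80%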;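 note: 0% = neutral control wells and 100% = parthenolide positive control wells; values of inactives mirror those of a sister screen read the other way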
Rtt109 HAT inh – inhibitors of C. albicans Rtt109/Vps75 HAT, primary screen, biochemical, ThioGlo CoA-SH fluorescence, plate reader. purified Rtt109/Vps75, 4 h. hit rate 0.16% among 330,000. inhibition, % at 34.9 µM;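 active = inhibition of at least 50% in every replicate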
SR-BI DiI-HDL act – activators of SR-BI mediated DiI-HDL uptake, primary screen, ldlA[mSR-BI] CHO cells, DiI fluorescence. 3 h; 100 = double the neutral-control signal. hit rate 0.096% among 320,000. activation, % at 12.5 µM;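 active = mean replicate activation of at least 60% and every replicate at or above 60%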;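 note: 0% = median plate neutral-control signal and 100% = twice that signal; values of inactives mirror those of a sister screen read the other way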
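Material: SR-BI-overexpressing, LDLR-lacking CHO cells; schedule: compound exposure 3 h, 37 °C; reagent: DiI-labelled HDL at 10 µg/mL final; technique: bottom-read fluorescence, 550/595 nm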
PfHsp90 yeast 2 – growth inhibition of PfHsp90-expressing yeast, primary screen, antimalarial PfHsp90 inhibitor project, S. cerevisiae, BacTiter-Glo luminescence, single point, set 2; BacTiter-Glo ATP, 48 h; yeast lacking PDR1 and PDR3 efflux regulators; inhibition, % at 9.4 µM; hit rate 0.32% among 310,000;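 active = every replicate shows inhibition above about 80%, whatever the replicate mean, limit read from the data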;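 note: 0% = DMSO neutral controls and 100% = 20 µM radicicol positive controls; yeast relying on Plasmodium falciparum Hsp90 in place of its own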
SR-BI HDL uptake – inhibitors of SR-BI mediated HDL lipid uptake, primary screen, ldlA[mSR-BI] cells, fluorescence, single point; Scavenger receptor class B member 1 (Mus musculus), Q61009; ldlA[mSR-BI] CHO cells, DiI-HDL uptake fluorescence, 3 h; inhibition, % at 12.5 µM; hit rate 0.96% among 320,000; AID 488896, 2010;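 active = mean replicate inhibition of at least 70% and a set share of replicates each scoring 70 or more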;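 note: 0% = median of neutral control wells and 100% = median of positive control wells; values of inactives mirror those of a sister screen read the other way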
Target sequence (Q61009 whole entry, looked up): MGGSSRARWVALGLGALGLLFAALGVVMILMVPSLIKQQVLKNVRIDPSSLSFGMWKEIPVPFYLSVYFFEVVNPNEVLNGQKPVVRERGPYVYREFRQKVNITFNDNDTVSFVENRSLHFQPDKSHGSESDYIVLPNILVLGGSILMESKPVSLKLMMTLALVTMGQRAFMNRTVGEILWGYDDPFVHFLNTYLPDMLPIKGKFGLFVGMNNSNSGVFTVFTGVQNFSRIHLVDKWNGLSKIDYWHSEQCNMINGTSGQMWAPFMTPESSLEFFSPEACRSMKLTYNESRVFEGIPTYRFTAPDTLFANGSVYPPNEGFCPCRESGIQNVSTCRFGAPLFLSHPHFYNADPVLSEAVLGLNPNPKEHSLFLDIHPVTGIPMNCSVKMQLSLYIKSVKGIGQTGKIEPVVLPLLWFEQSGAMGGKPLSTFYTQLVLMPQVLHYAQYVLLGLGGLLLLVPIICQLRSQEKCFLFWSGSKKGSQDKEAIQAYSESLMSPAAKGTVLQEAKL
CAL PDZ FP-1 – CAL PDZ peptide-binding inhibitors, primary screen, biochemical, fluorescence polarization, Cer-tagged CAL PDZ, HTS; Golgi-associated PDZ and coiled-coil motif-containing protein (Homo sapiens), Q9HD26; purified CAL PDZ, TMR-peptide fluorescence polarization, 1 h; inhibition, % at 20 µM; hit rate 0.02% among 330,000; AID 504414, 2011;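 active = highest replicate inhibition of at least 40%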;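 note: plate controls were DMSO neutral control wells for no effect and unlabeled competitor peptide control wells for full effect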
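Material: tagged CAL PDZ domain; buffer or medium: 25 mM sodium phosphate pH 7.4, 150 mM NaCl, TCEP, IgG, Thesit; compound dosing: single point, 20 µM; schedule: 1 h incubation at room temperature before polarization reading; measured by: FP readout, S and P plane fluorescence; read-out basis: percent inhibition from loss of millipolarization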
CAL PDZ FP-2 – untagged CAL PDZ binding inhibitors, primary screen, biochemical, fluorescence polarization, HTS. Golgi-associated PDZ and coiled-coil motif-containing protein (Homo sapiens), Q9HD26. purified CAL PDZ, TMR-peptide fluorescence polarization, 1 h. inhibition, % at 24.9 µM. hit rate 0.92% among 300,000. AID 602252, 2012;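 active = mean inhibition of at least 30% with at least half of replicates also reaching 30%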;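 note: 0% = DMSO neutral control and 100% = excess unlabeled competitor peptide PRC23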
NSD2 inh – NSD2 histone methyltransferase inhibitors, primary screen, biochemical, AlphaScreen, single concentration, set 2; hit rate 0.54% among 310,000; Histone-lysine N-methyltransferase NSD2 (Homo sapiens), O96028; AID 743445, 2014; NSD2 peptide methylation, 120 min; inhibition, % at 12.5 µM; in the data active = inhibition above about 50%
Starred values were filed as active, the others as inactive; nt = no result given.

SMILES	PvdQ inh	dFosB act	MITF act	Rtt109 HAT inh	SR-BI DiI-HDL act	PfHsp90 yeast 2	SR-BI HDL uptake	CAL PDZ FP-1	CAL PDZ FP-2	NSD2 inh
c1ccc2sc(Sc3ncnc4sccc34)nc2c1	12	-8	2	6	0	2	0	-2.4	-5	0
Cn1cc(CN2CCC(C(=O)Nc3ccc(Oc4ccccc4F)cc3)CC2)cn1	0	-7	9	9	1	6	-1	-3.3	-2	0
COc1ccc(C2CC(c3ccc(Br)cc3)=NN2C(=O)CN2CCCC2)cc1 (configuration not stated)	-13	8	nt	14	-5	-2	5	0.0	-3	5
O=C(CC(C(=O)O)c1cccc(Cl)c1Cl)c1ccccc1 (configuration not stated)	4	6	-3	4	47	6	-47	-0.1	1	-1
O=C(Cn1nc(Cl)nc1Cl)c1ccc2c(c1)OCCO2	12	-8	6	2	4	29	-4	0.2	-1	-1
Cc1occc1C(=O)N(C)Cc1nc(-c2ccccc2)no1	-10	-2	9	-9	2	-26	-2	-1.5	-1	2
O=C(CNS(=O)(=O)c1ccc(F)cc1)Nc1ccc(C(F)(F)F)cc1	0	0	-7	-4	34	-2	-34	-0.8	2	-5
COc1ccc(C(C)=O)cc1CSc1nnc(Nc2ccc(C)cc2C)s1	-4	-2	7	nt	-26	-10	26	-1.0	0	0
COc1ccc(NC(=O)C2CCCN(C(=O)Nc3ccc(F)cc3)C2)cc1 (configuration not stated)	-16	-1	2	7	-19	3	19	-4.2	-1	-6
COCCNC(=O)CSc1nc2ccccc2c(=O)n1CCCC(=O)NCc1ccccc1	-1	1	-4	9	31	49	-31	-0.8	1	-1
C[C@@H]1CCC(=O)N(CC[C@H](N=[N+]=[N-])c2ccccc2)CC1	-10	4	7	-5	1	0	-1	0.3	-2	nt
CCC(=O)c1c[nH]c(C(=O)NCCCn2ccnc2)c1	-14	-3	-4	-4	2	8	-2	-0.3	-3	1
CNC(=O)c1sc(NCc2ccccc2OC)nc1C	4	4	6	0	-19	-21	19	-0.1	-1	29
O=C(NCc1ccc(Cl)cc1Cl)C(=O)N1CCCCC1	-10	7	nt	0	10	nt	-10	nt	6	-3
O=C(NC(=S)Nc1ccccc1)c1cncc(C#Cc2ccccc2)c1	-12	-9	3	0	2	-26	-2	0.3	45*	-3
CC1(C)CC(=O)C2=C(C1)Nc1ccccc1NC2c1ccccn1 (configuration not stated)	7	-6	-6	-7	4	3	-4	0.2	-3	-2
COc1cc(C(=O)Nc2scc(-c3ccccc3)c2C(=O)O)cc(OC)c1OC	-5	3	nt	-2	18	-7	-18	-1.3	-8	-5
CC(=O)Nc1ccc(S(=O)(=O)Nc2ccc3c(c2)OCO3)cc1	-17	-4	-4	-2	15	9	-15	-2.1	0	-1
COc1cc(NS(=O)(=O)c2ccc(C)c(C)c2)c(OC)cc1Cl	-13	-6	nt	-2	nt	36	nt	-5.6	-3	-1
CC(C)(C)NC(=O)C(c1ccncc1)N(C(=O)CNC(=O)c1ccco1)c1ccc2c(c1)OCO2 (configuration not stated)	-13	-7	1	2	20	-28	-20	0.3	-5	2
O=C(NC1CCCN(Cc2ccc(Cl)cc2)C1)c1cccc(F)c1 (configuration not stated)	6	-1	nt	11	-8	9	8	-1.2	0	-4
O=[N+]([O-])c1ccc(NC(=S)NCCc2ccccc2)cc1	-16	-3	10	4	12	-6	-12	-1.4	-4	nt
Cc1ccc(/C=C/C(=O)NC(=S)N2CCN(c3ccc(F)cc3)CC2)cc1	-3	0	8	-11	14	-12	-14	0.0	-3	-1
Cc1cc(F)ccc1NCc1cccnc1	-19	6	-4	-3	nt	54	-21	-1.5	-2	2
Cc1ccc(S(=O)(=O)N(C)CCCC(=O)NC(C)(C)CO)cc1	-15	-4	11	0	1	10	-1	-0.1	-3	-1

Limited to PvdQ inh, for some of the entries so far:
compound | PvdQ inh
O=C(NC1CCCN(Cc2ccc(Cl)cc2)C1)c1cccc(F)c1 (configuration not stated) | 6
O=C(CC(C(=O)O)c1cccc(Cl)c1Cl)c1ccccc1 (configuration not stated) | 4
CC(C)(C)NC(=O)C(c1ccncc1)N(C(=O)CNC(=O)c1ccco1)c1ccc2c(c1)OCO2 (configuration not stated) | -13
CC(=O)Nc1ccc(S(=O)(=O)Nc2ccc3c(c2)OCO3)cc1 | -17

Arranged by the number under dFosB act (descending): some entries from above
structure	PvdQ inh	dFosB act	MITF act	Rtt109 HAT inh	SR-BI DiI-HDL act	SR-BI HDL uptake	CAL PDZ FP-1	CAL PDZ FP-2	NSD2 inh
COc1ccc(C2CC(c3ccc(Br)cc3)=NN2C(=O)CN2CCCC2)cc1 (configuration not stated)	-13	8	nt	14	-5	5	0.0	-3	5
O=C(CC(C(=O)O)c1cccc(Cl)c1Cl)c1ccccc1 (configuration not stated)	4	6	-3	4	47	-47	-0.1	1	-1
C[C@@H]1CCC(=O)N(CC[C@H](N=[N+]=[N-])c2ccccc2)CC1	-10	4	7	-5	1	-1	0.3	-2	nt

Other compounds
SMILES	PvdQ inh	dFosB act	MITF act	Rtt109 HAT inh	SR-BI DiI-HDL act	PfHsp90 yeast 2	SR-BI HDL uptake	CAL PDZ FP-1	CAL PDZ FP-2	NSD2 inh
O=C(Nc1ccccc1)N1CCN(c2ncccn2)CC1	-1	-5	nt	-10	21	1	-21	-0.2	nt	0
COc1ccc(NC(=O)COC(=O)CCCc2c[nH]c3ccccc23)cc1OC	-10	2	-11	-3	6	22	-6	-0.5	nt	0
CC1CC(Nc2ccccc2)=CC(=O)O1 (configuration not stated)	-6	3	-8	-6	7	6	-7	0.2	-4	0
COc1ccc(C(=O)C2CCCN(Cc3cc(C)c(O)c(C)c3)C2)c(OC)c1 (configuration not stated)	7	-2	-5	5	12	-17	-12	-0.4	-2	2
COc1ccc(N2CCN(S(=O)(=O)CCNC(=O)C(C)Oc3ccccc3)CC2)cc1 (configuration not stated)	-8	0	7	-5	7	-10	-7	-2.4	-7	1
CCOC(=O)CC1(C)SC(NC(C)=O)=NN1C(C)=O (configuration not stated)	-1	0	3	-5	47	5	-47	-1.0	4	-2
O=C(CCn1nnnc1CN1CCOCC1)N1CCC(c2cccc(Cl)c2)C1 (configuration not stated)	3	4	-14	6	23	9	-23	0.7	6	-3
C=CCc1c(C)nc(SCc2ccccc2)[nH]c1=O	-13	-7	-2	2	10	-8	-10	1.3	nt	0
COCc1cc(C)nc(SCC(=O)Nc2ccccc2C)c1C#N	-10	-2	5	-17	-2	11	2	1.6	0	5
COc1ccc(S(=O)(=O)N2CCc3ccccc32)cc1C(=O)OCC(=O)c1c(N)n(C)c(=O)n(C)c1=O	-7	1	-5	-3	-53	-11	53	-1.2	3	-2
Cc1cc(-n2cnnn2)ccc1C(C)C	2	0	20	23	30	8	-30	-3.3	0	0
Oc1ccc(-c2nc(-c3ccc(F)cc3)c(-c3ccncc3)[nH]2)cc1	5	-9	2	4	-74	-34	74*	0.5	3	nt
Cc1ccc(C)c(NC(=S)NNc2ccc(F)cc2F)c1	1	-4	-3	1	-10	-7	10	-2.7	-18	5
Oc1c(Cl)cc(Cl)cc1CNc1nc2ccccc2[nH]1	-17	5	8	11	14	1	-14	0.1	nt	0
O=S(=O)(Nc1cccnc1)c1cc(Cl)ccc1Cl	-6	-5	0	-3	28	-15	-28	-4.8	-4	-1
CCOC(=O)CSc1nc(C)nc2c1sc1nc(C)c(C(C)=O)c(-c3ccc(OC)cc3)c12	6	-8	-2	-12	-62	12	62	-2.1	0	0
COc1ccc(S(=O)(=O)n2ccnc2)c2cccnc12	5	3	6	3	-8	5	8	0.5	-4	-1
CC(=O)c1ccc(N2CCN(c3ccc(C(N)=O)cc3[N+](=O)[O-])CC2)cc1	-17	-10	-1	nt	8	-12	-8	-3.0	-3	-3
NNC(=O)[C@H]1C[C@@H]1c1ccccc1	-10	2	-10	2	23	-13	-23	-2.5	-4	-4
O=C(COC(=O)CCC(=O)c1cccs1)NC1CC1	-16	4	-6	-2	27	10	-27	nt	-4	3
CCOc1ccccc1NC(=O)C(OC(=O)c1ccccc1)c1ccccc1 (configuration not stated)	2	-4	5	-1	40	-25	-40	1.1	-4	0
COc1ccc(-c2[nH]ncc2/C=N/NC(=O)c2cccc([N+](=O)[O-])c2)cc1OC	-9	-4	-8	0	-42	5	42	0.2	-5	-3
O=C(CCc1ccc(S(=O)(=O)NCCc2ccccc2)cc1)NCc1ccc2c(c1)OCO2	-15	-10	-8	4	-20	nt	20	-1.7	-5	1
COc1ccc2c(COC(=O)c3n[nH]c4ccccc34)cc(=O)oc2c1	-15	-11	nt	-1	-12	-63	12	-2.3	-6	0
O=C1C=C(NC(=O)Nc2ccc(Cl)c(Cl)c2)CCC1	-4	-8	34	4	-11	-22	11	-3.2	-1	0
CCOC(=O)c1cc(-c2nnc(-c3ccc(Cl)cc3)o2)c(C)nc1C	-13	-3	8	0	2	-14	-2	-0.7	-1	nt

Printed as active in CAL PDZ FP-2 (from the list above):
| mol | PvdQ inh | dFosB act | MITF act | Rtt109 HAT inh | SR-BI DiI-HDL act | SR-BI HDL uptake | CAL PDZ FP-1 | CAL PDZ FP-2 | NSD2 inh |
| --- | --- | --- | --- | --- | --- | --- | --- | --- | --- |
| O=C(NC(=S)Nc1ccccc1)c1cncc(C#Cc2ccccc2)c1 | -12 | -9 | 3 | 0 | 2 | -2 | 0.3 | 45* | -3 |
